GlmU inhibition – inhibition of mycobacterial GlmU enzyme – biochemical, glucosamine-1-phosphate acetyltransferase (AID 1376). hit rate 0.25% among 220,000. inhibition, %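 (tested at 30 µM in the primary screen)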, or IC50 in µM where a hit was titrated. M. tuberculosis GlmU acetyltransferase enzyme assay; higher % means a stronger effect; in the data active = inhibition above about 13%; inconclusive = no clear call, values can overlap the other calls;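 note: 0% = complete reaction with vehicle and 100% = reaction without substrate; strong numbers were not always called active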
Mtb RmlCD inh – inhibitors of Mycobacterium tuberculosis RmlC and RmlD coupled enzymes; inhibition, % at 3.6 µM; RmlC+RmlD coupled enzyme assay, percent inhibition; primary screen in compound mixtures; hit rate 0.03% among 160,000; AID 1533; P9WH09+P9WH11; in the data active = inhibition mostly above about 34%, no sharp cut-off; inconclusive = no clear call, values can overlap the other calls; inactive = mostly below about 22%; note: some results filed as inactive read as strong as hits
Target sequence (P9WH09 whole entry, looked up): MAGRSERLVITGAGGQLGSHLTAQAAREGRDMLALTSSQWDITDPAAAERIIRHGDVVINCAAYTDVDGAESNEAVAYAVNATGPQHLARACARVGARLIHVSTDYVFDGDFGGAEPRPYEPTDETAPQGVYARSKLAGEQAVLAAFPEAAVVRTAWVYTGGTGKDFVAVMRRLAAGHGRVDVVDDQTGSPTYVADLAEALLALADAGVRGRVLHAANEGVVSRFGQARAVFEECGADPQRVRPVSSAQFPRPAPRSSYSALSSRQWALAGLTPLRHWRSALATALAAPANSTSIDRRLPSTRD
Target sequence (P9WH11 whole entry, looked up): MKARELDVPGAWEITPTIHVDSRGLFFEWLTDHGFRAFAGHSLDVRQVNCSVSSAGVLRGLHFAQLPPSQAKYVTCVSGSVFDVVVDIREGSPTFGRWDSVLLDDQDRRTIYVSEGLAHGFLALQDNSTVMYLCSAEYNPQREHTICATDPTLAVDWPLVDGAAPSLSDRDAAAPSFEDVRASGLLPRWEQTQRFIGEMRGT
* hit, by the source's call; ? = inconclusive; . = not tested or not shown. An excerpt, so the mix of outcomes need not match the whole.

SMILES	GlmU inhibition	Mtb RmlCD inh
Cc1nc(SCCC(=O)O)c2ccccc2n1	8.4%	4
Cc1ccc(NC(=O)CN2C(=O)N/C(=C/c3ccc(C)s3)C2=O)cc1	0.8%	0
Cc1ccc2cc(CN(CCN3CCOCC3)Cc3nnnn3Cc3ccco3)c(=O)[nH]c2c1C	-3.5%	?
Cc1ccc2cc(NC(=O)Cc3ccccc3)ccc2n1	1.0%	1
C1CC1Cc1noc(CN2CCN(C3C4CC5CC(C4)CC3C5)CC2)n1 (stereo not drawn)	1.9%	5
NC(=O)C1CCN(c2nc(-c3ccc(Br)cc3)cs2)CC1	-4.0%	-7
Cc1ccc(C)c(-n2c(N)c(C(N)=O)sc2=S)c1	-4.2%	-6
O=C(O)c1cc(N2C(=O)C3C4C=CC(C4)C3C2=O)ccc1N1CCOCC1 (stereo not drawn)	-2.9%	8
CC(C)(C)n1nnnc1C(c1cccs1)N(Cc1cccnc1)Cc1ccccc1Cl (stereo not drawn)	-0.5%	.
CC(=O)Nc1cccc(C(=O)NC(C)c2ccc(S(N)(=O)=O)cc2)c1 (stereo not drawn)	-2.7%	.
CCCC(=O)NCCc1cc2c(C)ccc(C)c2[nH]c1=O	0.9%	.
COC(=O)C(C)Sc1ccc2nnc(-c3cccc(F)c3)n2n1 (stereo not drawn)	3.3%	3
CC1(c2ccccc2)NC(=O)N(CC(=O)NCCC2=CCCCC2)C1=O (stereo not drawn)	-0.2%	1
CCCCOC(=O)C(C)Oc1ccc(=O)n(-c2ccccc2)n1 (stereo not drawn)	-0.1%	3
CC(Oc1ccccc1F)C(=O)Nc1ccc2ccccc2c1 (stereo not drawn)	4.4%	.
CCOC(=O)c1c(C)oc2c1c(C=NCC1CCCO1)c(O)c1ccccc12 (stereo not drawn)	.	-3
CCOC(=O)Cn1c(=N)n(CCOc2ccc(Br)cc2)c2ccccc21	-5.8%	44
O=C(C[n+]1cn(C(F)F)c2ccccc21)c1ccc(Br)cc1	2.3%	9
O=C(c1ccc2ccccc2c1)C1CCCN(S(=O)(=O)c2cccnc2)C1 (stereo not drawn)	1.9%	-3
Cc1cc(C)cc(NC(=O)N2CCN(C/C=C/c3ccccc3)CC2)c1	-1.8%	.
COc1cc(C)nc(Oc2ccc(=O)[nH]n2)n1	-6.3%	-8
Cc1nc2cc(C(=O)N3CCC4(CC3)OCCO4)ccc2n1-c1cccc(F)c1	0.1%	26
Cn1ncc(Cl)c(Oc2ccc(C(C)(C)C)cc2)c1=O	2.3%	1
O=C(CCCN1C(=O)/C(=C/c2ccccc2)SC1=S)Nc1ccccc1O	-7.9%	-13

Whole records from above. Order of screens: GlmU inhibition	Mtb RmlCD inh
`Cc1ccc(C)c(-n2c(N)c(C(N)=O)sc2=S)c1` in the list: -4.2%	-6
`COc1cc(C)nc(Oc2ccc(=O)[nH]n2)n1` in the list: -6.3%	-8

Remaining list, next part.
SMILES	GlmU inhibition	Mtb RmlCD inh
CC(C)c1nc(SCC(=O)N2c3ccccc3CC2C)c2ccccc2n1 (stereo not drawn)	2.2%	7
O=C(Nc1ccc(COc2ccccc2)cc1)c1cccc([N+](=O)[O-])c1	-4.0%	.
O=C1CC(c2ccccc2)CCc2sccc2N1 (stereo not drawn)	2.3%	.
O=C(c1ccc([N+](=O)[O-])cc1Cl)N1CCN(c2ccccn2)CC1	-1.7%	4
COc1ccc(OCCCC(=O)Nc2ccc(N3CCOCC3)cc2)cc1	9.8%	6
O=C(OCc1ccc2c(c1)OCO2)c1ccc(S(=O)(=O)N2CCCC2)cc1	1.5%	.
COCC(C)NCc1cccc([N+](=O)[O-])c1 (stereo not drawn)	-4.2%	-5
O=C(Nc1cccc(C(=O)N2CCN(c3cccc(Cl)c3)CC2)c1)c1ccccc1	3.0%	3
Cc1ccc(S(=O)(=O)NCCNC(=O)c2ccccc2)cc1	1.1%	10
CCOc1ccccc1OCCCCOc1ccccc1F	1.7%	.
CCN(CC)CCNC(=O)c1ccc(NC(=O)/C=C/c2cc(OC)c(OC)c(OC)c2)cc1	-1.4%	3
O=C1c2ccccc2C(=O)N1CCn1c(=O)oc2ccccc21	4.1%	.

An excerpt from above in order of length of the SMILES, highest first.
SMILES	GlmU inhibition	Mtb RmlCD inh
CCN(CC)CCNC(=O)c1ccc(NC(=O)/C=C/c2cc(OC)c(OC)c(OC)c2)cc1	-1.4%	3
O=C(Nc1cccc(C(=O)N2CCN(c3cccc(Cl)c3)CC2)c1)c1ccccc1	3.0%	3
Cc1nc2cc(C(=O)N3CCC4(CC3)OCCO4)ccc2n1-c1cccc(F)c1	0.1%	26
O=C(Nc1ccc(COc2ccccc2)cc1)c1cccc([N+](=O)[O-])c1	-4.0%	.
O=C(c1ccc([N+](=O)[O-])cc1Cl)N1CCN(c2ccccn2)CC1	-1.7%	4
O=C(c1ccc2ccccc2c1)C1CCCN(S(=O)(=O)c2cccnc2)C1 (stereo not drawn)	1.9%	-3
O=C(CCCN1C(=O)/C(=C/c2ccccc2)SC1=S)Nc1ccccc1O	-7.9%	-13
Cc1cc(C)cc(NC(=O)N2CCN(C/C=C/c3ccccc3)CC2)c1	-1.8%	.
CC(C)c1nc(SCC(=O)N2c3ccccc3CC2C)c2ccccc2n1 (stereo not drawn)	2.2%	7
O=C(C[n+]1cn(C(F)F)c2ccccc21)c1ccc(Br)cc1	2.3%	9
COc1ccc(OCCCC(=O)Nc2ccc(N3CCOCC3)cc2)cc1	9.8%	6
O=C1c2ccccc2C(=O)N1CCn1c(=O)oc2ccccc21	4.1%	.
Cn1ncc(Cl)c(Oc2ccc(C(C)(C)C)cc2)c1=O	2.3%	1
COc1cc(C)nc(Oc2ccc(=O)[nH]n2)n1	-6.3%	-8
O=C1CC(c2ccccc2)CCc2sccc2N1 (stereo not drawn)	2.3%	.
CCOc1ccccc1OCCCCOc1ccccc1F	1.7%	.

Next results:
SMILES	GlmU inhibition	Mtb RmlCD inh
CCOC(=O)C1=Nc2ccccc2C1=[N+]=[N-]	2.0%	.
Cc1cc(C)nc(N(C#N)CCOc2ccccc2)n1	-0.1%	.
Cn1cc(CCNC(=O)CCc2nnc(CCCCc3ccccc3)o2)cn1	-1.3%	-52
COc1ccc(C(=O)Nc2ccc(S(=O)(=O)NC(C)C)cc2)cc1	-1.3%	65
O=C(CSc1nnc(C2CC2)n1-c1ccccc1)NCCc1ccc(F)cc1	0.1%	-1
O=C(Cn1nnc(-c2ccc(CN3CCOCC3)cc2)n1)N1CCCc2ccccc21	-3.4%	.
Cc1c(C(c2cccc(O)c2)c2c(C)n(C)n(-c3ccccc3)c2=O)c(=O)n(-c2ccccc2)n1C	-0.5%	-12
CCCCN(CC)C(=O)c1cc2cc3ccc(OC)cc3nc2o1	-9.1%	84
Cc1ccc(C(=O)NCCc2csc(-c3cccnc3)n2)cc1	2.5%	11
Cc1cc(C)nc(NS(=O)(=O)c2ccc(NC(=O)CSc3nc(-c4ccccc4)c(C#N)c(=O)[nH]3)cc2)n1	14%*	-15
COC(=O)[C@H](CCSC)NC(=O)c1cccnc1SC	2.6%	-10
O=C(NCC(=O)N(c1cccnc1)C(C(=O)NC1CCCC1)c1ccc(F)cc1)c1ccco1 (stereo not drawn)	1.7%	.
O=C(Nc1nnc(-c2ccc(Cl)cc2)o1)C1CCCCC1	6.2%	.
COC(=O)c1c(NC(=O)c2ccccc2)sc2c1CC(C)(C)OC2	7.7%	2
COc1ccc(C(=O)Nc2c(Cl)cc(Cl)cc2C(=O)NCCN2CCOCC2)cc1	0.5%	.
O=C(NNC1=C(C(=O)C(F)(F)F)CCC1)c1ccncc1	-5.0%	4
Cc1ccc(NC(=S)NCC2CCN(C(C)c3ccccc3)C2)cc1C (stereo not drawn)	2.9%	-9
Cc1ccccc1SCCNC(=O)CCc1ccccc1	-5.3%	11
Cn1nc(C(F)(F)F)c(C(=O)Nc2ccc(F)cc2F)c1Sc1ccc(C(F)(F)F)cc1	0.8%	.
COc1ccc(C(=O)N=c2sc3ccccc3n2C)cc1	-5.1%	-7
Oc1ccc(Cl)cc1C1=NNC(c2cc(Br)cc3c2OCOC3)C1 (stereo not drawn)	7.1%	-9
Cc1cc2oc(=O)cc(CN3CCN(Cc4ccccc4)CC3)c2cc1Cl	-1.9%	-3
O=C(N1CCOCC1)N1CCN(c2ccccc2)CC1	0.7%	6
CCOCCn1c(CN2CCC(Cc3ccccc3)CC2)nc2c1c(=O)n(C)c(=O)n2C	-3.0%	.
COc1cc(OC)cc(C2(C#N)CCN(C)CC2)c1	0.3%	5
CCCc1nc2ccccc2n1CCOC	0.1%	3
Cc1ccccc1CSCC(=O)Nc1c(C)n(C)n(-c2ccccc2)c1=O	-3.1%	3
C=CC1=C2C=C(C3CC3)N(CC3CC3)C=C2C(=O)C(C)(OC(=O)c2ccco2)C1=O (stereo not drawn)	-2.7%	.
O=C(CSc1nc2[nH]ncc2c(=O)n1-c1ccccc1Br)NCc1ccco1	4.2%	.
O=C(O/N=C1\CCCc2ccccc21)c1ccc(F)cc1	1.6%	6
CCOc1ccc(NS(=O)(=O)c2ccc3[nH]cc(C(=O)NCCOC)c(=O)c3c2)cc1	.	-5
COc1cc(OC)c(/C=N/NC(=O)c2ccncc2)cc1Br	-2.8%	2
N#Cc1c(/N=C/c2ccc(Br)s2)sc2c1CCC2	.	-12
NS(=O)(=O)c1ccc(CCNC(=O)c2ccc(Br)s2)cc1	1.5%	2
CCC(=O)N1COC[C@@H]1Cc1ccccc1	-3.6%	-10
COc1ccc(NC(=O)Nc2ccc(N3CCCC3=O)cc2)cc1OC	-2.4%	29
C/C(=N\NC(=O)Cc1ccc(Cl)cc1)c1ccccn1	.	9
CCn1c(C2CCN(Cc3ccccc3)CC2)n[nH]c1=S	-1.8%	5
NS(=O)(=O)c1ccc(CNC(=S)NC2CCCCC2)cc1	6.1%	-33
COc1ccccc1/C=C/CN1CCC(CO)(Cc2ccccc2)CC1	6.5%	3
CCCn1c(Sc2nnnn2-c2ccccc2)n[nH]c1=O	0.0%	3
CC1=NN(c2nc3ccccc3s2)C(O)(C(F)(F)F)C1 (stereo not drawn)	5.3%	2
Cc1cc(C)nc(NC(=O)CSc2nccc(C)n2)n1	-0.5%	-7
CCOc1ccc(S(=O)(=O)NCc2ccccc2OC)cc1	-1.5%	7
Nc1c(N2CCCC2)cc(Cl)c2nonc12	-0.2%	-3
Cc1cccc(NC(=O)c2nc[nH]c2C(=O)N[C@@H](CC(C)C)C(=O)OCc2ccccc2)c1	12%	-10
CC(C)COc1ccc(S(=O)(=O)NNC(=O)c2cc3ccccc3o2)cc1	1.0%	5
O=C(CSc1nc2c(c(=O)n1-c1ccc(Cl)cc1)SCC2)NCC1CCCO1 (stereo not drawn)	.	16
COC(=O)c1cccc(NS(=O)(=O)c2ccc(OC)c(OC)c2)c1C	2.6%	100
CC(c1ccccc1)C1CC(=O)N(c2ccc(C(=O)O)cc2)C1=O (stereo not drawn)	-1.5%	?
COc1cccc(C(=O)CSc2nnc(-c3cc(OC)cc(OC)c3)o2)c1	2.7%	8
Cc1ccc(-c2nc3cnccn3c2Nc2ccccc2)o1	-1.6%	5
Fc1ccc(CNCc2ccccc2Cl)cc1	6.9%	17
CC(Sc1nnc(-c2cccnc2)n1-c1ccccc1)C(=O)NCc1ccc2c(c1)OCO2 (stereo not drawn)	1.5%	5
COc1ccc(NC(=O)CSc2nc(N)c3cc4c(nc3n2)CC(C)(C)OC4)cc1	2.1%	84
CC(=O)Nc1ccccc1NC(=O)c1cc(C)cc(C)c1	-2.6%	-4
O=C(/C=C/c1cccs1)N1CCC2(CC1)Oc1ccc(Cl)cc1C(=O)C21CC(c2cccnc2)=NO1 (stereo not drawn)	4.0%	.
Cc1cc(C)c(NC(=O)c2ccoc2C)c(C)c1	-0.5%	11
CN(C)CCC(=O)NCC1OCCc2ccccc21 (stereo not drawn)	0.2%	5
COC(=O)c1cc(NC(=O)c2cccc([N+](=O)[O-])c2C)ccc1Cl	-0.1%	6

(next part)
SMILES	GlmU inhibition	Mtb RmlCD inh
CC(C)c1ccccc1NC(=O)COC(=O)COc1ccccc1[N+](=O)[O-]	-6.5%	5
NC(=O)c1ccccc1OCC(=O)O	-3.7%	-1
O=C(NNC(=O)C1CCN(Cc2cccc(F)c2)CC1)c1cccs1	-8.6%	-14
COc1ccc(S(=O)(=O)NCc2ccco2)cc1N(C)S(=O)(=O)c1ccccc1	2.3%	.
Cc1ccc(S(=O)(=O)N(C)c2ccc(OCC(=O)Nc3nc4ccccc4s3)cc2)cc1	0.6%	-7
COCCOC(=O)C1=C(C)NC2=C(C(=O)CCC2)C1c1cc2c(cc1Br)OCO2 (stereo not drawn)	1.0%	.
Cc1ccc(-c2csc3nc[nH]c(=S)c23)cc1	-8.8%	-10
COc1ccc(CNC(=O)C(C)N=C2NS(=O)(=O)c3ccccc32)cc1OC (stereo not drawn)	10%	-4
O=C(Nc1cccnc1)c1ccccc1O	0.7%	.
CSc1cccc(NC(=O)COc2cccc3ccccc23)c1	1.3%	2
COc1cc2c(cc1OC)C(C(=O)NCc1cccnc1)C(c1cccnc1)N(C)C2=O (stereo not drawn)	0.1%	-9
CN(CC(=O)N1CCN(c2ccccc2F)CC1)S(=O)(=O)c1cnc[nH]1	3.6%	5
Cc1nnc(NC(=O)Cc2cccs2)s1	6.0%	.
CCOC(=O)c1cc([N+](=O)[O-])sc1NC(=O)c1ccc(S(=O)(=O)N2CC3(C)CC2CC(C)(C)C3)cc1 (stereo not drawn)	0.5%	.
O=C(NNc1cccc(Cl)n1)Nc1ccc(F)cc1	2.0%	-12
O=C(CC(NC(=O)c1ccccc1)c1ccccc1)Nc1ccc(F)c(F)c1 (stereo not drawn)	3.5%	7
Cc1nc(CN2CCCC2=NC#N)n(-c2ccccc2)n1	6.8%	9
Cc1cc(C)n(-c2nc(C(F)(F)F)nc3ccccc23)n1	0.8%	-7
